# STAT3 activator: increases IL-6 driven STAT3 reporter signal; activation (% of control), % at 5.6 µM; U3A cells, IL-6 STAT3-luciferase reporter, luminescence; 100% = signal with IL-6 EC80 alone; 0.91% of 190,000 active; AID 871;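 active = activation above the screen-wide mean of compound activation plus 3 SD, cut at about 130% in these data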;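 also: 0% = background luminescence of wells with medium and substrate only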
#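 Material: human STAT1-deficient U3A cells with stable STAT3-luciferase reporter / Probe or stimulus: IL-6 stimulus at 33 ng/mL final / Schedule: 1 h compound pre-exposure, 6 h IL-6 stimulation, 37 °C / Technique: luminescence / Read-out basis: percent of IL-6-only median luminescence / Control set: IL-6-only high control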
# STAT1 act: STAT1 signaling activation. 2.6% of 200,000 active. NIH 3T3 STAT1-luciferase reporter, IFN-gamma, luminescence; 100% = IFN-gamma alone, no compound. AID 932. activation (% of control), % at 5.5 µM;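 active = activation above the screen-wide mean activation plus 3 SD, cut at about 130% in these data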;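 also: raw ratio to IFN-gamma control signal so 100% means no change and 0% no light; values of inactives mirror those of a sister screen read the other way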
# G6PDH counter: inhibits Leuconostoc G6PDH, flagging false hits in G6PDH-based assays. inhibition, % at 5 µM. Purified L. mesenteroides G6PDH, diaphorase/resazurin coupled fluorescence, 45 min. 0.12% of 200,000 active. AID 1020; in the data active = inhibition above about 50%
# Diaphorase inh: diaphorase inhibition or chemical oxidation counter-screen; diaphorase resazurin-to-resorufin fluorescence, NADH, 16 min; bacterial (C. kluyveri) enzyme, not human; 0.69% of 190,000 active; inhibition, % at 20 µM;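 active = primary screen inhibition at 20 µM above a set limit, cut at about 50% in these data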;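 also: plate controls were DMSO with full reaction for no effect and wells lacking NADH for full effect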
#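 Detection: fluorescence of resorufin formed from resazurin, Ex 544/Em 590 nm; test system: Clostridium kluyveri diaphorase enzyme; amount: 0.14 U/mL diaphorase, enzyme working solution; times: 16-min room-temperature incubation before reading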
# STAT3 inh: STAT3 signaling inhibition | inhibition, % at 5.5 µM | U3A cells, IL-6 STAT3-luciferase reporter, luminescence; host cell line lacks STAT1 | 0.89% of 190,000 active;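 active = inhibition above the mean inhibition across all screened compounds plus 3 SD, cut at about 44% in these data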;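 also: 0% = DMSO only wells and 100% = 100 µM nifuroxazide control wells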
# STAT1 inh: inhibitors of IFN-gamma induced STAT1 signaling | 0.35% of 200,000 active | NIH 3T3 STAT1-luciferase reporter, luminescence | inhibition, % at 5.5 µM;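 active = inhibition above a set limit, the mean inhibition across all tested compounds plus 3 SD, cut at about 34% in these data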;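 also: 0% = IFN-gamma with DMSO and 100% = IFN-gamma with 300 µM nifuroxazide; values of inactives mirror those of a sister screen read the other way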
# Hsp70 act: Hsp70 transcriptional activation, primary screen; 0.04% of 200,000 active; activation, % at 10 µM; HeLa Hsp70 promoter luciferase reporter, luminescence; scaled: vehicle 0, proteasome-inhibitor control 100%;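 active = activation above the mean across all tested compounds plus 3 SD, cutoff set per campaign, cut at about 5.5% in these data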;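 also: 100% = MG132 at 30 µM as the positive control and 0% = DMSO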
# TLR4-MyD88 BLA: inhibitors of human TLR4-MyD88 binding | HeLa CL3-4 TLR4/MyD88 BLA complementation, FRET ratio | inhibition, % at 8.4 µM | 0.18% of 200,000 active | O00206+Q99836 | AID 861; in the data active = inhibition above about 25%;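 also: 0% = vehicle and 100% = reference inhibitor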
# Target sequence (O00206 whole entry, looked up): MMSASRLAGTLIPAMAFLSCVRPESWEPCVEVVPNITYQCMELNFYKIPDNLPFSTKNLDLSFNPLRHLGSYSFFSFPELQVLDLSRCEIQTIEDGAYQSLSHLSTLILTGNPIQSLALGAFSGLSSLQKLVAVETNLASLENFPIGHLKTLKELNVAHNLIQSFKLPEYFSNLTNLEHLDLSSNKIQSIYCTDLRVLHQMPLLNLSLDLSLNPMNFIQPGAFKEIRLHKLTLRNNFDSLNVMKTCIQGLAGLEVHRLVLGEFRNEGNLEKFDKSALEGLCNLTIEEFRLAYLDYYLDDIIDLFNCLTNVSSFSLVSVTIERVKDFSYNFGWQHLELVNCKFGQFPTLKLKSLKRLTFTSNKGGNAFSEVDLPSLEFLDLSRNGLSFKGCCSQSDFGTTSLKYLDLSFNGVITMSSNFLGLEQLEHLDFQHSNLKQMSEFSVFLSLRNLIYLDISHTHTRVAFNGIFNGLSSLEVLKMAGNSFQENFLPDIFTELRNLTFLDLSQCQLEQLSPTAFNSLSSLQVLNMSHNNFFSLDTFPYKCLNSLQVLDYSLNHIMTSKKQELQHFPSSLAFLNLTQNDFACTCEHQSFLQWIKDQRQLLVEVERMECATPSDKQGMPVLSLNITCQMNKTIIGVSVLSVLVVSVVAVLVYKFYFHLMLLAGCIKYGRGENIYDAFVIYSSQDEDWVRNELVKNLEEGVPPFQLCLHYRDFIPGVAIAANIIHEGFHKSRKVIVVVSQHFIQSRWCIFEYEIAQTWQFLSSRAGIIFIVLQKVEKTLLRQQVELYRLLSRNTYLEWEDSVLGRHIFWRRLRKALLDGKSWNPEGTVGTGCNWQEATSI
# Target sequence (Q99836 whole entry, looked up): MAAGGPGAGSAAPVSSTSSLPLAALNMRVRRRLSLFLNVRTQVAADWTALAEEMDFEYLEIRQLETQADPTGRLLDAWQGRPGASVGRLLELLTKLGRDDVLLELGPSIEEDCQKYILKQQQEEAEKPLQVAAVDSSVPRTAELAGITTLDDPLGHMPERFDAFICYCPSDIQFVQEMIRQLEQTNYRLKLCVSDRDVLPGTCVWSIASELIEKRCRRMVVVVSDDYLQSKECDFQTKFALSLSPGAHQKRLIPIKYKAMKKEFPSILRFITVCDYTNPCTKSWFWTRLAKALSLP
# APP 5UTR inh: APP translation inhibition; inhibition, % at 2 µM; 0.82% of 190,000 active; SH-SY5Y APP 5'UTR-luciferase reporter, luminescence; AID 1285;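 active = inhibition above a set limit, derived from the sample mean plus 3 SD, cut at about 45% in these data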; also: values of inactives mirror those of a sister screen read the other way
# Diaph act CS: activates diaphorase or chemically reduces, flagging diaphorase assay artifacts | Diaphorase/resazurin coupled assay, resorufin fluorescence, 16 min; active compounds read high; 1 = vehicle wells, 0 = NADH-free wells | activation factor at 20 µM | 0.005% of 190,000 active;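 active = diaphorase activity raised at least twofold by the compound at 20 µM; inactive = activation factor below 2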
#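 Assay system: bacterial diaphorase enzyme (C. kluyveri) / Input: enzyme 0.07 U/mL final / Medium: 50 mM HEPES pH 7.4 with 4.542 mM MgCl2, 0.005% Tween 20 / Doses: single compound dose of 20 µM, 1% DMSO final / Incubation: 16 min enzyme reaction, ambient temperature / Signal: fluorescence, excitation 544 nm and emission 590 nm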
# * = called active by the depositor; . = no result given.
Structure	STAT3 activator	Diaphorase inh	STAT3 inh	Hsp70 act	G6PDH counter	TLR4-MyD88 BLA	Diaph act CS	APP 5UTR inh	STAT1 inh	STAT1 act
O=C(c1ccc(Cl)c(Cl)c1)N1CCCC1	105.5	2.6	-5.1	-0.1	4.8	5.8	1	-17.6	3.6	96.7
CSc1ccccc1N=Cc1nc(-c2ccccc2)oc1O	114.6	23.1	-13.8	-0.5	5.8	6.0	0.8	-6.7	-13.4	112.3
O=C(c1cc2c(s1)CCCCC2)N1CCN(c2ncccn2)CC1	94.3	8.5	12.2	-0.2	8.6	8.5	0.9	-2.5	-5.5	105.0
CCn1c(SCc2ccccc2Cl)nc2nc3c(cc2c1=O)CCCC3	93.7	8.2	12.1	-0.2	4.3	-3.5	0.9	70.3*	7.7	93.0
O=C(NCc1ccccc1)/C(=C/c1ccc(OC(F)F)cc1)c1ccccc1	97.0	10.9	8.6	0.1	-13.5	-18.9	0.9	-12.4	8.7	92.1
CC(=O)c1cccc(N(C(=O)CNC(=O)c2ccco2)C(C(=O)NC2CCCC2)c2ccc(C)o2)c1 (centres undefined)	103.1	19.9	-1.3	-0.2	7.3	-6.2	0.8	12.9	2.7	96.0
CC(C)(C)OC(=O)N1CCCC1C(=O)N1CCCC1C(=O)N1CCCC1C(=O)O (centres undefined)	100.6	8.0	2.1	0.3	2.5	-6.5	0.9	5.6	-1.1	101.1
N#Cc1cccc(NC(=O)c2nc(-c3ccccc3)n(-c3ccccc3)n2)c1	109.7	33.9	-6.5	-0.1	-1.1	14.0	0.7	6.5	-6.4	105.8
CCc1ccc(OCCNC(=O)OCc2ccccc2)cc1	94.2	23.7	11.1	-0.2	2.1	-6.1	0.8	1.3	-1.4	101.3
O=C1CN(C(=O)COC(=O)c2cccc(OCc3ccccc3)c2)c2ccccc2N1	111.4	19.0	-13.7	-0.1	-3.2	-16.0	0.8	-3.8	-10.0	109.0
CS(=O)(=O)N1CCN(C(=O)c2ccccc2)C1	104.1	21.6	-0.6	-0.2	4.4	10.9	0.8	3.5	0.9	99.1
COC(=O)c1sc(-c2ccccc2)cc1NC(C)=O	83.8	3.6	23.0	0.2	6.9	5.6	1	9.3	-2.8	102.6
CN1c2ccsc2C(O)=C(C(=S)Nc2ccccc2)S1(=O)=O	93.8	20.4	7.4	0.4	2.6	-3.5	0.8	6.6	-2.6	99.1
O=C(c1ccco1)N1CCN(c2ncnc3c(-c4ccccc4)nsc23)CC1	128.2	23.7	-21.8	-0.2	5.0	-4.4	0.8	-58.2	-32.0	129.1*
CCOC(=O)N1CCN(C(=O)c2ccccc2NC(=O)c2ccc(Br)cc2)CC1	97.8	-3.9	5.3	-0.4	9.3	0.2	1	-6.3	-4.1	103.6
CCC(Sc1ccc2nnc(-c3ccc(F)cc3)n2n1)C(=O)O (centres undefined)	97.5	7.3	5.6	0.3	9.2	12.4	0.9	13.2	5.1	95.3
CC(C)(C)S(=O)(=O)c1cnc2c(-c3ccc(F)cc3)cnn2c1N	98.5	0.9	9.4	-0.2	2.3	1.4	1	-7.0	-6.8	106.1
COC(=O)Cc1c(O)ccn(CCc2c[nH]c3ccccc23)c1=O	94.2	-4.1	9.3	0.2	1.4	2.1	1	-3.4	2.4	97.7
O=C(c1cccc2ccccc12)C1CCCN(C(=O)CCCn2cncn2)C1 (centres undefined)	97.2	-7.0	6.7	-0.2	4.1	10.8	1.1	5.7	-0.8	98.8
CC(=O)c1cccc(NC(=O)CCS(=O)(=O)c2cccc3nonc23)c1	95.9	18.0	11.3	-0.1	-0.6	3.9	0.8	-15.5	8.5	93.1
CCn1c(NC(=O)c2ccc(F)cc2)c2ccccc2nc1=O	109.0	19.5	-5.1	-0.1	-19.0	-7.7	0.8	.	5.3	95.2
COc1ccc(C(CNC(=O)Cc2cc(OC)c(OC)c(OC)c2)N2CCCC2)cc1 (centres undefined)	103.0	19.3	3.8	-0.2	1.8	6.7	0.8	5.6	3.1	97.1
Cc1ccc(-c2cn3cccnc3n2)cc1	90.2	-1.4	17.2	-0.2	6.6	10.9	1	-48.0	-29.5	124.7
CCOC(=O)c1[nH]c2ccc(OC)cc2c1NC(=O)CCN1CCCC(C)C1 (centres undefined)	95.7	6.6	8.7	0.1	4.4	-7.9	0.9	-2.7	13.8	87.3
COC(=O)c1sc2cnccc2c1N	96.6	6.8	7.9	0.5	2.8	-3.9	0.9	0.5	-11.3	110.3
CN(c1ccccc1)S(=O)(=O)c1ccc(NC(=O)c2cccs2)cc1	90.1	27.1	16.5	0.0	3.4	-10.6	0.7	-14.9	-10.7	107.5
Cc1nc(N)nc(Cl)c1Cc1ccc(Cl)cc1	87.9	5.0	23.7	-0.2	2.6	10.1	0.9	-0.2	8.8	91.3
Cc1nnc2sc(SCc3ccc(Br)cc3)nn2c1=O	100.7	13.0	3.9	0.0	3.0	-11.7	0.9	11.7	-9.0	105.0
C=CCc1c(C)nc(-c2ccccc2)nc1N/N=C/c1ccccc1	105.8	16.6	-11.8	-0.4	0.2	-6.9	0.8	3.0	0.1	99.9
O=C1NC(c2cccs2)C(C(=O)c2ccccc2)C(O)(C(F)(F)F)N1 (centres undefined)	107.4	17.3	-5.1	-0.3	1.5	-1.3	0.8	-1.0	0.0	100.0
COc1ccc(C2=C(O)C(C)N(c3ccccc3)C2=N)cc1OC (centres undefined)	107.6	4.9	-4.2	-0.4	6.6	0.3	1	-11.0	2.2	98.0
CCOc1cc(C2NC(=O)NC(O)(C(F)(F)F)C2C(=O)c2ccc(OC)cc2)ccc1O (centres undefined)	99.0	-8.1	11.0	-0.4	7.5	-17.0	1.1	-12.4	-1.9	101.7
C=CCn1c(SCC(=O)Nc2ccc3c(c2)OCO3)nnc1-c1ccccc1OC	108.0	5.7	-6.1	-0.3	-0.2	-0.9	0.9	10.1	-5.7	105.3
O=[N+]([O-])c1cccc(-c2nc(Oc3ccc(Cl)cc3)c3ccccc3n2)c1	108.8	15.1	-7.8	0.1	4.5	9.7	0.8	21.9	5.5	95.0
O=C1/C(=C\c2ccco2)SC(=S)N1c1ccccc1	103.4	33.8	1.6	-0.3	-0.6	-15.3	0.7	-20.4	0.5	99.6
CC(=O)NC(=S)Nc1ccc(NC(=O)COc2ccc(Cl)cc2)cc1	89.3	9.0	10.2	-0.3	10.2	-1.1	0.9	-0.2	-4.4	104.1
CC(=O)c1cnc(SCC(=O)O)nc1C	104.5	3.7	-3.4	-0.1	3.3	-1.8	1	-12.7	-10.5	108.2
CCN(CC)S(=O)(=O)c1ccc(N)cc1	98.7	-9.6	3.8	-0.3	7.9	-4.3	1.1	6.1	-5.6	103.4
Nc1c2c(nc3ccn(Cc4ccccc4)c(=O)c13)CCC2	98.9	14.6	3.2	-0.3	3.2	2.6	0.9	-18.4	-6.6	106.1
CSc1nc(C)cc(C)c1C(N)=O	105.2	0.6	-2.9	-0.1	-2.9	-2.7	1	1.1	0.2	99.8
COC(=O)CCCn1c(C)cc(C(=O)CCl)c1C	92.9	5.6	13.7	0.2	9.3	2.6	0.9	15.5	14.3	86.5
O=C(NNC(=O)c1ccc(SCC2CCCO2)c([N+](=O)[O-])c1)c1ccc(F)cc1 (centres undefined)	98.7	21.7	5.4	0.0	-0.3	-11.9	0.8	1.2	-5.3	104.9
CCOc1cccc(OCCOCCN2CCCC2)c1	101.3	13.0	4.8	0.0	-16.7	-2.3	0.9	-0.7	-14.6	112.5
Cn1c(=O)n(C)c2cc(/C=N/NC(=O)c3ccncc3)ccc21	96.2	6.5	6.7	-0.1	3.3	-7.9	0.9	-17.9	4.5	95.3
N#Cc1ccccc1CSc1nnc(Cc2ccccc2)o1	111.8	11.4	-3.9	-0.1	14.6	-20.3	0.9	-29.7	-15.3	112.0
COC(=O)c1cccc(Oc2cccc(Cl)n2)c1	96.5	1.3	10.7	-0.1	3.2	1.1	1	-0.4	-8.3	106.3
CCOC(=O)C1(CCc2ccccc2)CCN(Cc2c(O)cccc2OC)CC1	100.3	0.2	2.0	-0.1	7.4	12.4	1	-19.3	5.4	93.4
O=C(c1cnc2ccccn2c1=O)N1CCc2ccccc21	115.2	-6.9	-10.9	0.4	2.5	-3.4	1.1	8.5	-0.2	101.4

# Some of these compounds in order of molar mass, lowest first:
Structure	STAT3 activator	Diaphorase inh	STAT3 inh	Hsp70 act	G6PDH counter	TLR4-MyD88 BLA	Diaph act CS	APP 5UTR inh	STAT1 inh	STAT1 act
Cn1c(=O)n(C)c2cc(/C=N/NC(=O)c3ccncc3)ccc21	96.2	6.5	6.7	-0.1	3.3	-7.9	0.9	-17.9	4.5	95.3
CCOC(=O)C1(CCc2ccccc2)CCN(Cc2c(O)cccc2OC)CC1	100.3	0.2	2.0	-0.1	7.4	12.4	1	-19.3	5.4	93.4
O=C(NNC(=O)c1ccc(SCC2CCCO2)c([N+](=O)[O-])c1)c1ccc(F)cc1 (centres undefined)	98.7	21.7	5.4	0.0	-0.3	-11.9	0.8	1.2	-5.3	104.9

# Remaining list, next part:
Structure	STAT3 activator	Diaphorase inh	STAT3 inh	Hsp70 act	G6PDH counter	TLR4-MyD88 BLA	Diaph act CS	APP 5UTR inh	STAT1 inh	STAT1 act
O=C1C(Nc2ccccc2)=C(N2CCCCC2)C(=O)c2ccccc21	122.7	22.9	-28.2	-0.5	57.2*	13.1	0.8	-9.7	10.8	90.1
COc1cnc(-c2ccccn2)[nH]c1=O	99.0	7.4	4.7	-0.2	36.2	5.1	0.9	-9.5	0.2	98.7
CC(C)CSc1nc2c(c(=O)[nH]c(=O)n2C)n1CC(O)COc1cccc2ccccc12 (centres undefined)	104.2	13.0	-2.9	0.3	3.0	-10.1	0.9	-7.8	-3.9	103.6
Cc1cccc2cc(C#N)c(SCC(=O)N3CCC(C)CC3)nc12	103.7	30.9	5.7	-0.5	7.1	6.3	0.7	-6.6	0.1	99.9
C=CCN(c1ccc(C(=O)Nc2ccc(NC(C)=O)cc2)cc1)S(C)(=O)=O	99.3	11.9	2.9	0.0	3.8	-9.9	0.9	6.5	-0.9	99.5
CS(=O)(=O)N1N=C(c2ccco2)CC1c1ccc(Br)cc1 (centres undefined)	103.5	6.8	-1.9	-0.2	-8.6	-8.2	0.9	-9.1	-7.2	106.5
COc1ccc(N2CC(C(=O)NCCC3=CCCCC3)CC2=O)cc1 (centres undefined)	99.1	7.5	4.8	-0.5	13.5	-6.8	0.9	3.5	10.5	90.4
COc1ccc(OCC(=O)N/N=C2\CCCc3ccccc32)cc1	109.2	8.5	-16.5	-0.3	-22.6	3.3	0.9	-6.0	-3.1	102.8

# Screens deposited in PubChem by several laboratories.
